Compound activity: PubChem BioAssay, several laboratories
Exocytosis inh – LAMP-1 surface exposure blockers, TALL-104 cells – cell-based, flow cytometry, MLPCN library, primary screen; 360,000 compounds, 0.66% hits; AID 651702, 2012; inhibition, % at 10 µM; TALL-104 LAMP-1 surface exposure; cells stimulated with thapsigargin and PMA;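 active = inhibition above about 55%, limit read from the data; inconclusive = no clear call, values can overlap the other calls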
ABCB6 inh MLPCN – ABCB6 transporter inhibitors, primary screen, K562-ABCB6 cells, flow cytometry, MLPCN library; fluorescence ratio to DMSO, % at 10 µM; 360,000 compounds, 0.19% hits; K562-ABCB6 porphyrin accumulation, 1 h; stronger effect = lower value;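 active = fluorescence ratio to DMSO below 75%, the collection mean minus 3 SD; inconclusive = too few cells collected in the well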;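 also: signal is porphyrin accumulated inside mitochondria; 100% equals median channel fluorescence of DMSO control wells; lower ratio means ABCB6 inhibition with less porphyrin fluorescence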
ABHD5 PLIN5 PPI – ABHD5-PLIN5 interaction inhibitors, primary screen, cell lysate, split luciferase complementation, luminescence; Perilipin-5 (Homo sapiens) + 1-acylglycerol-3-phosphate O-acyltransferase ABHD5 (Homo …; Split G. princeps luciferase complementation, 4 h; inhibition, % at 4 µM; 360,000 compounds, 0.78% hits; AID 602281, 2012;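 active = inhibition above the mean inhibition across every tested compound plus 3 SD, cut at about 22% in these data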;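 also: 0% = DMSO only wells and the 100% control is not disclosed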
Target sequence (Q00G26 whole entry, looked up): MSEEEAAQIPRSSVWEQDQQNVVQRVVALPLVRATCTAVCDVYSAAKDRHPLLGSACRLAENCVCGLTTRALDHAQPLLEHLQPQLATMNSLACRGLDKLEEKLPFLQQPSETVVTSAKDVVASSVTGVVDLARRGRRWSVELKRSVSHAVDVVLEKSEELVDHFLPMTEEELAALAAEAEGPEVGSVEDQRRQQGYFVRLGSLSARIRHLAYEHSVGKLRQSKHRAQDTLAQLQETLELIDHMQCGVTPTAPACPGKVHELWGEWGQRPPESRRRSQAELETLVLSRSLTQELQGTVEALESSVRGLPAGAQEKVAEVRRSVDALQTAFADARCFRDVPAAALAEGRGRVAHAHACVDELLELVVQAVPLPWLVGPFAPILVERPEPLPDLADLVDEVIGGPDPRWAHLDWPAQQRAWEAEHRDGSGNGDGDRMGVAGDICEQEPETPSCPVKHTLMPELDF
Target sequence (Q8WTS1 whole entry, looked up): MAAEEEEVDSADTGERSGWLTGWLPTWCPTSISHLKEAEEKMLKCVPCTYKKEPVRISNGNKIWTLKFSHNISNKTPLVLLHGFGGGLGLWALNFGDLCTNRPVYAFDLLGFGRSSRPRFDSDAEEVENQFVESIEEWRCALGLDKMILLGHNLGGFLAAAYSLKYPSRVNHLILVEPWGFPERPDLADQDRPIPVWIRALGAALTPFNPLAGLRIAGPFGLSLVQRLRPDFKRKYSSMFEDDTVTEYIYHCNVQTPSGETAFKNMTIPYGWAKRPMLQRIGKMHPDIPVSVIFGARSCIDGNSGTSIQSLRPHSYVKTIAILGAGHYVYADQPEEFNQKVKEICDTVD
Vif imaging – HIV Vif self-association inhibitors, primary screen, imaging, HEK293T, single point. HEK293T cells, Vif self-association by quenched fluorescence, 24 h. inhibition, % at 7.49 µM. AID 602346, 2012. 340,000 compounds, 0.35% hits; in the data active = inhibition above about 50%, passing the limit was not always enough; inconclusive = no clear call, values can overlap the other calls; inactive = below about 31%; also: some results filed as inactive read as strong as hits
MC4R barr agon – MC4R agonists recruiting beta-arrestin, primary screen, cell-based, luminescence, agonist arm of biased-ligand search; Melanocortin receptor 4 (Homo sapiens), P32245; U2OS MC4R beta-arrestin complementation; percent of melanotan II response, DMSO zero; activation, % at 8.9 µM; 360,000 compounds, 0.98% hits;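 active = activation above a per-plate cutoff, the mean activation of sample wells on that plate plus 3 SD, cut at about 8% in these data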
MC4R antag cAMP – MC4R antagonists of cAMP signaling, primary screen, cell-based, TR-FRET, antagonist arm of biased-ligand search; MC4R-expressing cells, MTII-stimulated cAMP, LANCE TR-FRET; 360,000 compounds, 0.48% hits; inhibition, % at 6.5 µM;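 active = inhibition above its plate's cutoff, the mean of tested wells on that plate plus 3 SD, cut at about 29% in these data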;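 also: 0% = Melanotan II alone and 100% = Melanotan II plus saturating MCL0020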
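Material: U2OS-MC4R stable cell line | Reagent: Melanotan II challenge after compound preincubation | Doses: One concentration, 6.5 µM nominal | Incubation: 30-min compound preincubation, 1-h Melanotan II challenge, 1-h detection, room temperature | Signal: TR-FRET cAMP assay | Replicates: One well per compound, no replicates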
TLR9-MyD88 inh – inhibitors of TLR9-MyD88 association in cells, primary screen, cell-based, CHO, BLA complementation, fluorescence | CCF4 FRET ratio | inhibition, % at 4.98 µM | AID 504734, 2011 | 340,000 compounds, 0.21% hits;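 active = inhibition above the mean over all tested compounds plus 3 SD, cut at about 21% in these data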;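 also: 0% = DMSO only wells and 100% = clavulanate BLA inhibitor control wells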
aDG glyco act – activators of alpha-DG glycosylation, primary screen, uHTS, Pro5-aDG cells, AlphaScreen; alpha-DG glycosylation AlphaScreen (IIH6); 0% Pro5, 100% B10-LARGE cell signal; 360,000 compounds, 0.22% hits; activation, % at 10 µM;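 active = activation of at least 8% versus controls, or a plate z-score of at least 8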;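 also: Pro5 are CHO cells carrying HIG-tagged alpha-DG that lacks glycosylation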
NOD2-RIPK2 inh – NOD2-RIPK2 binding disruptors in cells, primary screen, fluorescence, CHO cells, BLA complementation | CCF4 ratio | Receptor-interacting serine/threonine-protein kinase 2 (Homo sapiens), O43353 | 360,000 compounds, 0.38% hits | AID 624267, 2012 | inhibition, % at 4.98 µM; in the data active = inhibition above about 21%;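 also: 0% = vehicle only and 100% = reference blocker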
N-glyco inh – increase of ERlucT glycosylation luciferase signal, primary screen, N-linked glycosylation inhibitor project, D54 ERlucT cells, luminescence, set 2 | 360,000 compounds, 0.23% hits | D54 ERlucT glycosylation luciferase reporter, 24 h; percent of 100 nM tunicamycin response | reporter increase, % at 12.5 µM;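 active = mean luciferase reporter signal, scaled so untreated is 0 and the glycosylation-blocking control 100, at or above a set limit in every replicate; inconclusive = mean reaches the limit but not every replicate does; inactive = mean below the limit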;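 also: luciferase carries N-glycosylation sites so blocking glycosylation raises the light; 0% = median of neutral control wells and 100% = median of 100 nM tunicamycin wells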
Active calls of the source: *; ? = inconclusive; . = not tested or not shown. The list is partial; count on the stated rates, not on these rows.

SMILES | Exocytosis inh | ABCB6 inh MLPCN | ABHD5 PLIN5 PPI | Vif imaging | MC4R barr agon | MC4R antag cAMP | TLR9-MyD88 inh | aDG glyco act | NOD2-RIPK2 inh | N-glyco inh
OC1(c2ccc(Br)cc2)CCNCC1 | -0.9 | 100.0 | 3.6 | -13.3 | -1.7 | -4.9 | -7.9 | 1.6 | 5.5 | -3.4
CC(=O)N(O)CCCCCNC(=O)CCC(=O)N(O)CCCCCNC(=O)CCC(=O)N(O)CCCCCNC(=O)CCC(=O)O | -0.7 | 105.0 | 0.8 | 2.8 | -1.7 | 2.3 | -4.2 | -0.3 | -6.0 | 2.8
Cc1c(C)n(-c2ccccc2)c2ncnc(NCCN(C)C)c12 | 65.3* | 98.0 | 6.4 | -7.1 | -0.8 | 2.2 | -2.0 | 0.0 | -2.3 | 0.4
CC(C)=CCN1CCN(CCC2=C(C)CCCC2(C)C)CC1CCO (configuration not stated) | -3.3 | 94.0 | 4.2 | -3.1 | -2.3 | 1.0 | 0.2 | 0.6 | -8.0 | -1.9
COc1ccc(NC(=O)c2cccc3c2C(=O)c2ccc(-c4ccc(F)cc4OCc4ccccc4)cc2S3(=O)=O)cc1 | -10.0 | 93.0 | 8.7 | -0.8 | -0.3 | 3.3 | -5.2 | -0.3 | -16.3 | 10.2
Cc1ccccc1Cn1c(Cc2ccccc2)nc2ccccc21 | -0.6 | 94.0 | -4.5 | -0.4 | 1.0 | 4.7 | -1.6 | 0.2 | 17.5 | -4.7
CCOc1ccc(S(=O)(=O)N2CCC(C(=O)NC3CCCCC3)CC2)cc1 | 4.6 | 98.0 | 0.8 | 9.5 | -4.1 | 7.7 | 7.0 | 0.7 | 4.8 | 0.0
Cc1cc([N+](=O)[O-])nn1CC(=O)N1CCN(Cc2ccccc2)CC1 | 0.5 | 94.0 | -1.3 | -0.4 | -0.2 | 7.8 | 0.0 | -0.3 | -2.8 | 1.4
CCNS(=O)(=O)c1ccc(CCC(=O)N2CCOCC2)cc1 | -4.8 | 102.0 | -6.5 | 0.8 | -1.2 | -6.5 | 3.6 | -0.1 | 1.1 | -1.0
Cc1occc1C(=O)Nc1c(F)cc(F)cc1Br | -0.2 | 104.0 | -2.5 | -8.9 | 1.2 | 4.4 | -1.6 | 0.1 | -13.4 | 0.7
O=C1CCCCCN1CSc1nc2ccccc2s1 | -3.6 | 93.0 | -3.0 | 2.8 | -0.4 | -2.0 | 5.9 | -0.2 | -4.0 | -1.3
COC(=O)c1ccc(Cn2ccc(=O)[nH]c2=O)cc1 | 13.2 | 101.0 | -6.3 | 0.2 | -1.0 | 6.9 | -8.0 | 0.0 | -2.5 | 2.7
Cc1ccc(NC(=O)c2ncn(CC(=O)NCC(C)c3ccccc3)n2)cc1C (configuration not stated) | -3.2 | 99.0 | -0.7 | -9.7 | 0.3 | -3.2 | -24.8 | 0.0 | -11.7 | 0.6
COc1ccc(CN(C)CC(=O)Nc2cccc(S(=O)(=O)N(C)c3ccccc3)c2)c(OC)c1 | 3.4 | 94.0 | 10.9 | -1.9 | 1.4 | 7.5 | -95.2 | 0.5 | -17.5 | -5.9
CC(=O)NCC(=O)OCC(=O)c1ccc(C)c(C)c1 | -3.7 | 99.0 | 2.9 | 16.1 | -0.1 | 7.2 | -14.3 | 0.1 | -11.8 | 0.0
O=C(C1CCCN(S(=O)(=O)c2ccccc2[N+](=O)[O-])C1)N1CCCC1 (configuration not stated) | 2.5 | 94.0 | 1.9 | -4.7 | -1.0 | 10.6 | -4.1 | 0.2 | 0.3 | 1.4
COc1ccccc1NS(=O)(=O)c1cccc(NC(=O)c2[nH]c(C)c(C(C)=O)c2C)c1 | 0.1 | 100.0 | 1.4 | 3.0 | -0.8 | 5.6 | 2.5 | 0.2 | -2.7 | 4.9
Cc1ccc(S(=O)(=O)N2CCOCC2)cc1C(=O)NNC(=O)c1ccoc1C | 1.5 | 98.0 | 2.8 | -1.7 | -0.6 | 4.6 | 1.7 | 0.0 | -1.7 | 1.0
CN(CC(=O)N1CCN(Cc2ccccc2)CC1)S(=O)(=O)c1ccc(Br)cc1 | 9.0 | 99.0 | 1.9 | -10.7 | 0.3 | 8.8 | -8.9 | 0.0 | -9.5 | -3.0
Nn1c(COc2ccccc2F)nnc1SCC(=O)NCC1CCCO1 (configuration not stated) | -1.0 | 98.0 | 3.8 | ? | 0.6 | 3.1 | -19.7 | -0.1 | -6.7 | 2.6
CCOC(=O)CSc1c(-c2ccccc2)c2cc(Cl)ccc2[nH]c1=O | -3.5 | 96.0 | -5.7 | -6.0 | 4.7 | 5.0 | -14.7 | -0.1 | -9.1 | -0.1
CCCN(CC(=O)Nc1ccccc1C)C(=O)Cc1coc2cc(C)ccc12 | -1.0 | 93.0 | 7.6 | -14.4 | -1.5 | 6.5 | 0.7 | -0.1 | -9.9 | 0.3
CC1CC2=C(CC1/C=N/NC(N)=S)C(C)(C)CCC2 (configuration not stated) | -0.8 | 95.0 | -4.7 | . | 1.0 | 4.2 | -3.7 | -0.7 | -4.5 | -3.8
Cc1ccc(OCC(=O)OC2CCS(=O)(=O)C2)cc1 (configuration not stated) | -4.3 | 96.0 | -0.2 | 3.5 | 1.6 | 8.1 | 4.5 | 0.2 | 0.8 | 1.6
O=C(O)c1cc(Cl)ccc1NC(=O)C1CCCO1 (configuration not stated) | -0.8 | 103.0 | -5.3 | 15.5 | -3.4 | -0.7 | 5.2 | -0.1 | -11.8 | -0.3
O=C(NC1CCCCC1)C1CCN(S(=O)(=O)N2CCOCC2)CC1 | -2.7 | 95.0 | 0.9 | 1.8 | -2.1 | 3.1 | -13.7 | -0.1 | 2.3 | 2.9
CC(=O)OCCCn1c(C)[n+](C)c2cc(Cl)c(Cl)cc21 | 0.2 | 101.0 | 11.5 | -6.6 | 2.0 | 1.7 | 3.2 | 0.4 | 1.0 | 1.1
CCc1nc2c(OCc3ccc(C(=O)N(C)C)cc3)cccn2c1N(C)C(=O)c1ccc(C)cc1 | -17.5 | 100.0 | 3.0 | 26.9 | -2.2 | 2.0 | . | 0.3 | 0.5 | 2.2
O=C(CNC(=S)N(Cc1ccccc1)Cc1ccccc1F)NCc1ccc(Cl)cc1 | 23.1 | 101.0 | -1.5 | -0.2 | -0.2 | 2.3 | -2.0 | 0.2 | 1.7 | -4.4
CCn1cc(C(=O)NCc2ccc(Cl)cc2)c(=O)c2cc(S(=O)(=O)N3CCOCC3)ccc21 | 1.8 | 100.0 | -4.1 | 9.3 | 0.3 | 14.3 | 4.3 | -0.1 | 0.6 | 1.2
O=C(CSc1nc(C2CC2)nc2ccccc12)Nc1ccccc1Cl | 13.1 | 95.0 | -1.3 | -2.0 | -2.2 | -2.2 | 5.3 | 0.2 | -2.6 | -0.7
C=CCNC(=S)NNC(=O)CCC(O)CCCCC (configuration not stated) | 0.2 | 92.0 | -0.9 | -7.5 | 0.5 | 6.1 | -10.2 | 8.4* | 4.5 | -1.6
Cc1cccc(NC(=O)COc2coc(CN3CCN(c4ccccc4)CC3)cc2=O)c1C | -4.6 | 97.0 | -5.2 | -3.1 | -0.2 | 9.0 | 0.8 | 0.4 | -9.6 | -0.2
Cc1cccc(-n2cc(CNCCc3nc(C)cc(C)n3)c(-c3cccc(F)c3)n2)c1 | 49.1 | 99.0 | 11.7 | . | 4.0 | 1.8 | 1.4 | 0.5 | -1.8 | -1.8
COc1ccc(C(=O)N/C(=C/c2cccnc2)C(=O)N2CCCCCC2)cc1OC | 1.9 | 101.0 | 4.3 | -3.0 | 1.8 | -0.9 | -8.3 | 3.4 | -4.0 | -1.6
COc1cccc(/C=C/C(=O)OCC(=O)NCc2ccc(Cl)cc2)c1 | 3.4 | 101.0 | -2.8 | 8.0 | -0.7 | 1.0 | -3.3 | -0.5 | -4.4 | 3.0
O=C(Cn1cnc2c(nnn2Cc2ccccc2)c1=O)c1ccc(Cl)cc1 | -4.3 | 102.0 | 4.9 | -0.7 | 3.7 | 12.2 | 6.4 | 0.1 | 3.2 | 1.8
O=C(COc1cccnc1[N+](=O)[O-])Nc1ccc(F)cc1 | 2.0 | 98.0 | 6.6 | 0.5 | -1.3 | -0.1 | -0.2 | 0.5 | -2.9 | -0.6
C=CCc1ccccc1OCC(O)CN1CCOCC1 (configuration not stated) | -6.4 | 100.0 | -4.6 | 4.7 | -0.4 | 9.5 | 2.6 | 0.0 | -2.6 | 0.3
COc1ccccc1CC(=O)Nc1ccc2c(C)cc(=O)oc2c1 | -12.1 | 100.0 | -8.1 | 12.0 | -0.4 | 2.7 | -1.8 | 0.1 | 9.8 | 1.7
Cc1c(C(=O)OCC(=O)NC2CC2)oc2ccc(Br)cc12 | -0.5 | 100.0 | -10.3 | 4.4 | -1.6 | 2.9 | 6.8 | -0.2 | -7.0 | 1.4
CCCCN1c2ccccc2N(CCCO)c2cc(C)nnc21 | -3.1 | 87.0 | -6.4 | 5.0 | -1.3 | -1.1 | 6.0 | 0.1 | -15.8 | -0.2
O=C(NC1(C(F)(F)F)C(=O)Nc2c1c(=O)[nH]c(=O)n2-c1ccccc1)c1cccnc1 (configuration not stated) | -1.0 | 87.0 | 2.2 | -0.3 | -1.2 | -4.0 | -8.0 | 0.0 | -21.8 | 1.0
COC(=O)[C@@]12CCCCN1[C@H](c1ccc(-c3ccc(OC)cc3)cc1)[C@@H]1C(=O)N(C)C(=O)[C@@H]12 | 18.0 | 103.0 | 4.9 | 1.4 | 1.2 | 14.8 | -2.8 | -0.2 | 0.8 | -10.2
COc1ccc(C(=O)C2CCCN(C(=O)CCc3scnc3C)C2)c(C)c1 (configuration not stated) | 3.4 | 96.0 | 0.5 | -2.2 | -1.2 | 10.0 | -0.7 | 0.4 | -13.9 | -2.7

Records above printed as active in aDG glyco act:
SMILES | Exocytosis inh | ABCB6 inh MLPCN | ABHD5 PLIN5 PPI | Vif imaging | MC4R barr agon | MC4R antag cAMP | TLR9-MyD88 inh | aDG glyco act | NOD2-RIPK2 inh | N-glyco inh
C=CCNC(=S)NNC(=O)CCC(O)CCCCC (configuration not stated) | 0.2 | 92.0 | -0.9 | -7.5 | 0.5 | 6.1 | -10.2 | 8.4* | 4.5 | -1.6
